Pin1 inh = qHTS Assay to Find Inhibitors of Pin1. Peptidyl-prolyl cis-trans isomerase NIMA-interacting 1 (Homo sapiens), Q13526. Pin1 FP peptide displacement, HiFluor488, 10 min. Potency, µM (highest dose often 115 µM), without a hit: at the top dose activity, negative = inhibition, most hits filed as inhibitors. actives 0.009% (n = 390,000). AID 504891, 2011; active = well fitted inhibition curve with a large enough effect in the polarisation, with a control signal flat, not every such curve was filed as active; inconclusive = small, poorly fitted or top-dose-only effect, or effect the other way, or a change in a side signal; inactive = no such curve, though single readings can be large or run the other way; the % refers to the polarisation; note: potency is the fitted concentration of half-maximal effect; % is set by controls: 0 for no effect and ±100 for the full control effect
TrxR1 substrate = qHTS Assay for Substrates of Mammalian Selenoprotein Thioredoxin Reductase 1 (TrxR1): qHTS | actives 0.01% (n = 390,000) | AID 588456, 2011 | purified TrxR1 substrate turnover, NADPH consumption readout | Potency, µM (top dose mostly 114 µM), for the others: top-dose activity change, negative = substrate turnover | Thioredoxin reductase 1, cytoplasmic (Rattus norvegicus), O89049; note: potency is the fitted concentration of half-maximal effect; % is set by controls: 0 for no effect and ±100 for the full control effect; nearly all actives have a fitted effect of over 50% in size
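Rat TrxR1, dispensed at 90 nM, was prereduced with 400 uM NADPH (final) for 5 min at ~22 deg C, then incubated with compound 15 min before 400 uM selenite. A first-read NADPH fluorescence drop versus no-compound background flagged substrates.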
mIDH1 inhibitor = qHTS for Inhibitors of mutant isocitrate dehydrogenase 1 (IDH1): qHTS. Isocitrate dehydrogenase [NADP] cytoplasmic (Homo sapiens), O75874. IDH1-R132H enzyme, NADPH consumption, diaphorase/resazurin fluorescence. Potency, µM (titrated, usually from 76.6 µM), inactives show top-dose activity change, negative = inhibition, hits mostly inhibitors. actives 0.093% (n = 390,000). AID 602179, 2012; note: potency is the fitted concentration of half-maximal effect; % is set by controls: 0 for no effect and ±100 for the full control effect; nearly all actives have a fitted effect of over 65% in size
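IDH1-R132H (0.5 ug/mL dispensed) in pH 7.5 Tris buffer was preincubated 30 min with compound, then given a substrate mix of 0.016 mM NADPH and 2 mM alpha-KG for 80 min at room temperature; remaining NADPH was read by diaphorase/resazurin fluorescence.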
HP1b binding inh = HTS for Inhibitors of HP1-beta Chromodomain Interactions with Methylated Histone Tails; Potency, µM (top dose mostly 114 µM), without a hit: at the top dose activity change, negative = inhibition, usual class: inhibitors; actives 0.56% (n = 390,000); AlphaScreen HP1-beta / biotin-H3K9me3 peptide binding; AID 540317, 2011; note: potency is the fitted concentration of half-maximal effect; nearly all actives have a fitted effect of over 70% in size; inactives centre near 23
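AlphaScreen: HP1-beta (50 nM) preformed 30 min with biotin-H3(1-18)K9me3 peptide (50 nM) in PBS pH 7.4, 0.01% Tween-20. Compound added for 30 min at RT, then streptavidin donor/nickel chelate acceptor beads (10 ug/mL) for 30 min.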
PI4K2A inh = qHTS for small molecular inhibitors of PI4K2A | actives 0.13% (n = 420,000) | AID 1346378, 2018 | activity change, negative = inhibition, % at 76.9 µM | purified PI4K2A, ADP-Glo luminescence, 1 h; stronger effect = lower value | Phosphatidylinositol 4-kinase type 2-alpha (Homo sapiens), Q9BTU6; in the data active = activity change below about -50%; inconclusive = mostly about -30% to -49%;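 note: -100% = wells without enzyme as full effect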
Target sequence (Q9BTU6 whole entry, looked up): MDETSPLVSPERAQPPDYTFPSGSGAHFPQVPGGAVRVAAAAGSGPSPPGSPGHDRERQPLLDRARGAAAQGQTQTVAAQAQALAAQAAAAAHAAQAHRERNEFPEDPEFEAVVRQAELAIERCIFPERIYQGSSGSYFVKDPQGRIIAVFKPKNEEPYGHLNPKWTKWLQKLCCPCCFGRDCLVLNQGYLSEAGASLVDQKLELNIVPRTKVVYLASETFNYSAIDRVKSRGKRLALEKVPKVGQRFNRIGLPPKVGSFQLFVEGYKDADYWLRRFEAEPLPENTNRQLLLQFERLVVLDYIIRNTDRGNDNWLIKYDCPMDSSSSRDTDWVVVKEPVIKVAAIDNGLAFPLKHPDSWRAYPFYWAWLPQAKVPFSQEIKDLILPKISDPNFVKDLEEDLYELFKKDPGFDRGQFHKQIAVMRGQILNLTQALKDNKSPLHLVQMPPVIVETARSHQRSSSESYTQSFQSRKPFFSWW
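PI4K2A activity was measured by ADP-Glo luminescence: enzyme (4 ug/mL stock) and phosphatidylinositol (1.2 mM stock) in Tris pH 7.5/MgCl2/EGTA/Triton X-100 buffer were reacted with ATP (300 microM stock) for one hour at ambient temperature.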
GLS inh = qHTS for Inhibitors of Glutaminase (GLS); Glutaminase kidney isoform, mitochondrial (Homo sapiens), O94925; GLS enzymatic activity, qHTS titration; Potency, µM (doses to about 45.5 µM), inactives show at the highest dose activity change, negative = inhibition, most hits filed as inhibitors; actives 0.21% (n = 410,000); AID 624170, 2012; note: potency is the fitted concentration of half-maximal effect; % is set by controls: 0 for no effect and ±100 for the full control effect
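Coupled fluorescence readout: glutamate oxidase/HRP/Amplex Red detect glutamate formed by hKGA from L-glutamine (1 mM solution added). Buffer 45 mM KH2PO4 pH 8.2, 0.02% Tween-20; reads at t0 and 30 min RT.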
PGK inhibitor = qHTS Assay to Find Inhibitors of Phosphoglycerate Kinase. Phosphoglycerate kinase, glycosomal (Trypanosoma brucei brucei), P07378. PGK/GAPDH coupled, Kinase-Glo luminescence, 60 min. Potency, µM (doses to about 57.5 µM), inactives show at the top dose activity change, negative = inhibition, most hits filed as inhibitors. actives 0.043% (n = 380,000). AID 602233, 2012; note: potency is the fitted concentration of half-maximal effect; % is set by controls: 0 for no effect and ±100 for the full control effect; nearly all actives have a fitted effect of over 60% in size
Target sequence (P07378 whole entry, looked up): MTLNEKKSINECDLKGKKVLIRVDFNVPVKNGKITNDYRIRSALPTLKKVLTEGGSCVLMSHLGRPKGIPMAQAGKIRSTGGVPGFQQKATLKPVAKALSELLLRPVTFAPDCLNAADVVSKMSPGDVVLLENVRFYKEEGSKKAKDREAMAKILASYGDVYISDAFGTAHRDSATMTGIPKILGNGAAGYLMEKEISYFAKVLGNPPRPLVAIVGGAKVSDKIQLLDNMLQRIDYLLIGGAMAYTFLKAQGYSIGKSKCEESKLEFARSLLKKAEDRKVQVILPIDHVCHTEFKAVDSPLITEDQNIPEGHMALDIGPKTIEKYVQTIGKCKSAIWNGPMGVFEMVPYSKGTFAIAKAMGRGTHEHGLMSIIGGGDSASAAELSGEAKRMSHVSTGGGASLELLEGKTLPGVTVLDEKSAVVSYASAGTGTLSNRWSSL
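Luminescent ATP detection (Kinase-Glo Plus) follows a 60-minute room-temperature incubation, with wells lacking PGK as controls. Buffer: 100 mM TEA (pH 7.6), 5 mM MgCl2, 0.01% Tween-20. Coupling enzyme GAPDH (100 nM final) supplies unstable 1,3-BPG in-well.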
TrxR1 inh = qHTS Assay for Inhibitors of Mammalian Selenoprotein Thioredoxin Reductase 1 (TrxR1): qHTS; Thioredoxin reductase 1, cytoplasmic (Rattus norvegicus), O89049; recombinant rTrxR1, NADPH fluorescence consumption, selenite substrate; Potency, µM (series often up to 114 µM), without a hit: top-dose activity change, negative = inhibition, hits mostly inhibitors; actives 1% (n = 390,000); AID 588453, 2011; note: potency is the fitted concentration of half-maximal effect; % is set by controls: 0 for no effect and ±100 for the full control effect; nearly all actives have a fitted effect of over 65% in size
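Rat TrxR1 (90 nM in the dispensed reagent) was pre-reduced with 400 uM NADPH for 5 min at room temperature, then incubated with compound for 15 min. After 400 uM selenite was added, NADPH fluorescence (Ex 340/Em 450 nm) was followed for 8 min.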
USP1-UAF1 inh = Inhibitors of USP1/UAF1: Primary Screen | actives 0.23% (n = 390,000) | Ubiquitin carboxyl-terminal hydrolase 1 (Homo sapiens), O94782 | Potency, µM (top dose mostly 57.1 µM), for the others: at the top dose activity change, negative = inhibition, usual class: inhibitors | recombinant USP1/UAF1, Ub-Rhodamine cleavage fluorescence; note: potency is the fitted concentration of half-maximal effect; % is set by controls: 0 for no effect and ±100 for the full control effect; nearly all actives have a fitted effect of over 60% in size; inactives centre near -12
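In this screen, compounds sit with the deubiquitinase complex (1nM) for 15 min at room temperature before Ub-Rho is added at 150nM final. Fluorescence rise is then followed for 6 reads every 60 seconds.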
* hit, by the source's call; i = inactive; ? = inconclusive; / = not tested or not shown; & = joins results of further samples; [ ] = remark or other dose. Unless noted, calls come from the whole dose curve; as a rule, active = well fitted curve in the direction sought with a large enough effect; inconclusive = small, poorly fitted or top-dose-only effect, or another doubt; inactive = no such curve, though single readings can be large; an effect the other way counts as inactive or inconclusive. An excerpt, so the mix of outcomes need not match the whole.

The opening two entries, to show the layout:
Pin1 inh	TrxR1 substrate	mIDH1 inhibitor	HP1b binding inh	PI4K2A inh	GLS inh	PGK inhibitor	TrxR1 inh	USP1-UAF1 inh	compound
4%	-4%	2%	10%	10	-20%	11%	1%	2%	O=C(COC(=O)CCC(=O)c1ccc(F)cc1)NC1CCCCC1
-10%	-6%	-8%	-36%	4	-1%	i	2%	0%	CCC(C)NCCCOc1c(C)cc(C)cc1Br (centres undefined)

The whole of this part, repeating the preview:
Pin1 inh	TrxR1 substrate	mIDH1 inhibitor	HP1b binding inh	PI4K2A inh	GLS inh	PGK inhibitor	TrxR1 inh	USP1-UAF1 inh	compound
4%	-4%	2%	10%	10	-20%	11%	1%	2%	O=C(COC(=O)CCC(=O)c1ccc(F)cc1)NC1CCCCC1
-10%	-6%	-8%	-36%	4	-1%	i	2%	0%	CCC(C)NCCCOc1c(C)cc(C)cc1Br (centres undefined)
13%&-4%	-25%[57.1 µM]	8%	-11%&9%	1	-11%	i	?	-19%	Cc1ccc(Nc2c(-c3ccco3)nc3nc(C)cc(C)n23)cc1
-3%	-9%	14%	-4%	4	-14%	-11%	0%	-19%	Cc1ccc2oc(=O)c3cnn(CC(=O)N(C)c4ccc(F)cc4)c3c2c1
-2%	5%	9%	63%[activator]	2	1%	-8%	?	-22%	CC(C)(C)OC(=O)N1CCC(NC(=O)c2[nH]cnc2C(=O)Nc2ccon2)CC1
-2%	1%	-2%	26%	4	8%	2%	11%	3%	NC(=O)NC(=O)C(c1ccccc1)N1CCN(S(=O)(=O)Cc2ccccc2)CC1 (centres undefined)
/	/	-6%	/	-4	-2%	5%	/	-9%	CC(=O)Nc1ccc(C=Cc2ccc([N+](=O)[O-])cc2)cc1
-12%	8%	1%	32%	-5	12%	-3%	17%	-16%	CCOc1ccc(OCC)c(NS(=O)(=O)c2ccc3c(c2)n(C)c(=O)c(=O)n3C)c1
2%	-3%[57.1 µM]	16%	-16%	-3	3%	-10%	-3%[57.1 µM]	-2%	CCC(CC)C(=O)OCc1cc(=O)n2nc(C3CC3)sc2n1
0%	5%	-12%	33%	-9	-1%	1%	12%	-1%	CCOC(=O)N1CCc2c(sc3c2c(=O)n(-c2ccc(CC)cc2)c(=O)n3Cc2cccc(Cl)c2)C1
-1%	5%[57.1 µM]	6%	49%[activator]	1	3%	-1%	11%[57.1 µM]	-6%	Cc1ccc2c(c1)C(=O)CC(O)(C(F)(F)F)O2 (centres undefined)
?	-6%	-4%	45%[activator]	1	-6%	3%	11%	?	CC1=CCC2C(=O)N(c3cccc(C(=O)Nc4ccc(Cl)cc4)c3)C(=O)C2C1 (centres undefined)
32%[activator]	-6%	1%	30%	2	-8%	-10%	-6%	-20%	Cc1ccc(NC(=O)c2cnc3cc(C)ccn3c2=O)c(C)c1
2%	7%[57.1 µM]	-2%	?	2	11%	-4%	14%	-8%	Cc1cccc(NS(=O)(=O)c2ccc(C(=O)NCC(c3ccco3)N3CCCCC3)cc2)c1C (centres undefined)
3%	1%[57.1 µM]	-1%	34%	4	1%	7%	4%[57.1 µM]	3%	COc1ccc(OC)c(S(=O)(=O)NCc2cn3c(C)csc3n2)c1
-2%	-13%	-3%	19%	2	1%	-1%	-10%	-4%	O=C(O)CSC(=S)N1CCCCC1
2%	-9%[57.1 µM]	12%	-6%	-1	0%	10%	2%[57.1 µM]	3%	O=C(CSc1n[nH]c(=O)[nH]c1=O)N/N=C/C=C\c1ccccc1
0%	-4%	0%	20%	1	-1%	-7%	0%	-7%	Cc1ccc(S(=O)(=O)N2CCOCC2)cc1NC(=O)COC(=O)c1cccc(Cl)c1Cl
/	/	-7%	/	4	0%	-1%	/	-23%	C[C@H]1CN([C@@H](C)CO)C(=O)CCCn2cc(nn2)CO[C@@H]1CN(C)C(=O)Nc1ccccc1F
-12%	-4%	3%	8%	3	16%	-4%	25µM*	?	CCN(CC)C(=O)c1cc([N+](=O)[O-])cc2c1-c1ccc([N+](=O)[O-])cc1C2=C(C#N)C#N
3%	11%[11.4 µM]	-10%	36%	1	4%	i	15%[11.4 µM]	-20%	CC(=O)c1ccc(NC(=O)c2nc(-c3ccc(C)cc3)n3c2CCCCC3)cc1
-6%	-8%[2.29 µM]	14%	-26%[57 µM]	-1	-11%	-4%	18%[57.1 µM]	-2%	CC(=O)Nc1ccc2c(c1)C(=Nc1ccccc1)c1ccccc1-2
11%	-3%	6%	16µM*	3	-2%	i	5%	-7%	COc1ccc(C(=O)/C=C/c2ccc(N3CCCCC3)c([N+](=O)[O-])c2)c(OC)c1
-9%	8%[57.1 µM]	2%	37%[activator]	-9	8%	i	18%[57.1 µM]	-9%	CN(C)CCCn1c(NCc2ccc3c(c2)OCO3)nc2ccccc21
2%	-3%	0%	24%	-2	17%	-8%	-4%	-14%	C=CCN1C(=O)C2(/C(=C(\O)c3ccc4c(c3)OCCO4)C(=O)C(=O)N2CCCOC)c2ccccc21 (centres undefined)
-4%	8%	-3%	14%	5	0%	0%	26%	-25%	CCCOc1ccc(NC(=O)c2cc3cc(C)ccc3[nH]2)cc1
4%	1%	4%	8%	5	-6%	-4%	29%	-28%	COc1ccc(C2=NOC(C)(c3nnc(-c4ccccc4)o3)C2)cc1 (centres undefined)
-3%	2%	11%	31%[activator]	-6	0%	i	23%	-16%	CC(C)NC(=O)C(=O)NCC(c1ccc2c(c1)OCO2)N1CCOCC1 (centres undefined)
6%	13%[57.1 µM]	-7%	37%	-3	0%	-2%	16%[11.4 µM]	-3%	COC(=O)c1ccc(NC(=O)CSc2nnc(-c3ccccc3Br)n2-c2ccccc2)cc1
8%	-3%	-23%	19%	-1	4%	1%	18%	-15%	O=C(c1c[nH]c(C(=O)C(Cl)(Cl)Cl)c1)c1ccccc1F
-1%	-4%[57.1 µM]	-6%	-12%	-7	-3%	i	18%[57.1 µM]	-31%	CCOC(=O)c1cc(-c2ccc(OC)cc2)n(CCC(=O)Nc2ccc(OC)cc2OC)c1C
14%	-4%	8%	33%	0	1%	i	3%	?	Cc1ccc(NC(=O)COc2ncnc3c(Cl)cc(Cl)cc23)cc1[N+](=O)[O-]
4%	-3%	2%	8%	-3	1%	-4%	-2%	-25%	C[C@H]1CN([C@@H](C)CO)C(=O)Cc2cc(NC(=O)C3CC3)ccc2O[C@H]1CN(C)Cc1ccc(Oc2ccccc2)cc1
0%	-4%	1%	9%	1	0%	0%	3%	-6%	Cn1c(SCc2ccc([N+](=O)[O-])cc2)nc2c(c1=O)SCC2
-2%	5%	0%	20%	0	7%	/	14%	-9%	CCOc1ccc(C(=O)c2ccncc2)cc1
10%	-13%	10%	21%	-4	-8%	i	-15%	-20%	Cc1ccc(C(=O)NC2CCN(C(=O)Nc3ccccc3)CC2)cc1
0%	-15%	-1%	18%	-2	19%	-3%	?	-24%	COc1ccc(C2C(C#N)=C(N)Oc3cc(C)[nH]c(=O)c32)c(OC)c1OC (centres undefined)
4%	20%	4%	1%	-11	-1%	-5%	55%	-21%	O=C(CSC(=S)N1CCCCC1)c1c(F)cccc1F
-3%	19%	13%	2%	2	1%	-8%	20%[57.1 µM]	2%	CCCCc1c(O)c2cccc3c2n(c1=O)CCC3
-2%	11%	1%	-18%	0	-16%	-7%	-4%	-23%	CCn1cc(/C=N\NC(=O)c2ccc3c(c2)c(C)c(C)n3Cc2ccccc2)c(C)n1
0%	-11%	-4%	9%	3	5%	-4%	-2%	-12%	Cc1ccc(C)c(S(=O)(=O)N2CCCOC2CNC(=O)C(=O)NCCC2=CCCCC2)c1 (centres undefined)
-3%	-4%	-12%	86%[activator]	3	-2%	-1%	27%	-8%	CCC(Oc1ccc(F)cc1)C(=O)Nc1nc(-c2ccc(F)cc2)ns1 (centres undefined)

Bioassay records as filed in PubChem.
